FLuc stim CS: firefly luciferase counter-screen for stimulation assays; P08659; ATPlite luciferase biochemical, luminescence, 10 min; 0 = ATP-free wells, 1 = DMSO control; activation factor at 10 µM; 200,000 tested, under 10 active;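 active means luciferase activation factor, scaled between plate controls, of at least 2 with compound at 10 µM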
Target sequence (P08659 whole entry, looked up): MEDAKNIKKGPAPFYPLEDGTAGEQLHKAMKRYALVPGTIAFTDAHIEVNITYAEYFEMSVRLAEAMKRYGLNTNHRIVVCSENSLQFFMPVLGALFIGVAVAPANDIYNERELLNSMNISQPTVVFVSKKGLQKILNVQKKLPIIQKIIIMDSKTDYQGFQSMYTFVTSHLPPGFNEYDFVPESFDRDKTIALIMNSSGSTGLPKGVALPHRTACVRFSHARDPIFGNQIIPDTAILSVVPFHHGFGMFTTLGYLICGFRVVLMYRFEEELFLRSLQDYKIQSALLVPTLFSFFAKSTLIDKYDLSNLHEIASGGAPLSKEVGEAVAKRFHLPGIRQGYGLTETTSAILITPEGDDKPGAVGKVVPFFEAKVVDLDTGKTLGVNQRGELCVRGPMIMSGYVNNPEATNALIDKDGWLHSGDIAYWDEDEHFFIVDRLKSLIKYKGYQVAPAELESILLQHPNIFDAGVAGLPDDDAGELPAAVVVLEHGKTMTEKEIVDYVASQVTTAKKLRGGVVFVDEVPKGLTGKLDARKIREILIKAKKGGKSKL
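Material: Luciferase/luciferin reagent mix | Doses: Test compounds dosed from 2 mM stocks in 100% DMSO | Timing: 10 min incubation after luciferase reagent addition, room temperature | Measured by: Luminescence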
APP 5UTR inh: APP translation inhibition | inhibition, % at 2 µM | 190,000 compounds, 0.82% hits | AID 1285 | SH-SY5Y APP 5'UTR-luciferase reporter, luminescence;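 active means inhibition above a set limit, derived from the sample mean plus 3 SD, cut at about 45% in these data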; further: values of inactives mirror those of a sister screen read the other way
bIAP inh: intestinal alkaline phosphatase (bovine) inhibition. purified bovine IAP, CDP-star luminescence, 30 min. inhibition, % at 20 µM. 190,000 tested, under 10 active. AID 1019;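 active means over 50% inhibition of intestinal alkaline phosphatase at 20 µM in the single-dose screen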
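System: Purified bovine intestinal alkaline phosphatase (IAP) enzyme | Input: IAP diluted 1/65,000,000 in the well | Also added: CDP-star chemiluminescent phosphatase substrate, 30 µM final | Dosing: 20 µM single dose | Times: Enzyme reaction for 30 min at room temperature | Detection: Luminescence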
bIAP activator: intestinal alkaline phosphatase (bovine) activation; 200,000 compounds, 0.17% hits; purified bovine IAP, CDP-star luminescence, 30 min; stronger effect = higher value; fold of DMSO-control signal, blank-subtracted; activation factor at 20 µM;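 active means activation factor of 2 or more at 20 µM, a signal rise over negative controls twice the positive control's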
TNAP inh no acc: TNAP (human) inhibition, acceptor-free conditions. 200,000 compounds, 0.26% hits. AID 1012. inhibition, % at 20 µM. purified TNAP, CDP-star luminescence, 30 min;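 active means tissue-nonspecific alkaline phosphatase inhibition above about 50% at 20 µM in the single-dose screen, limit read from the data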;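 further: 0% = DMSO negative control and 100% = EDTA positive control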
L major viab: inhibitors of Leishmania major promastigote growth; Leishmania major promastigotes, resazurin fluorescence viability; inhibition, % at 10 µM; 200,000 compounds, 9% hits; in the data active means inhibition above about 50%;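 further: promastigotes grown with compound for 44 hours at 28 °C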
RAM inhibit: inhibitors of the yeast RAM network | S. cerevisiae dse1pr::URA3 reporter, 5-FOA growth OD615, 2 d; analog-sensitive cbk1-as2 kinase mutant strain | inhibition, % at 50 µM | 190,000 compounds, 1.8% hits;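 active means inhibition above a set limit, 3 SD over mean compound inhibition, cut at about 8.4% in these data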;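 further: 0% = DMSO-only wells with no growth and 100% = 10 µM 1-NA-PP1 full growth; inhibition rescues growth on 5-FOA so higher OD means more RAM inhibition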
FLuc inhib CS: counter-screen for luciferase assay inhibitors: firefly luciferase inhibition | ATPLite firefly luciferase biochemical luminescence, 10 min | 200,000 compounds, 1.5% hits | P08659 | inhibition, % at 10 µM;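 active means inhibition above about 50% when tested at 10 µM, limit read from the data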
TNAP act hiacc: increases human TNAP activity under high phosphate acceptor concentration; P05186; purified TNAP, CDP-star luminescence, 1 M DEA, 30 min; stronger effect = higher value; 0 = EDTA background, 1 = DMSO-only activity; activation factor at 20 µM; 200,000 tested, under 10 active; AID 1136;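 active means activation factor at least 2 at 20 µM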
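system = human TNAP | amount = enzyme diluted 1/800 final | reagent = 100 µM CDP-star substrate | signal = luminescent substrate turnover signal | dosing = one dose, 20 µM | benchmarks = EDTA negative control, DMSO positive control | measure = activation factor | timing = 30 min reaction, room temperature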
TNAP inh hi DEA: blocks human TNAP under high phosphate acceptor concentration | 200,000 compounds, 0.03% hits | P05186 | inhibition, % at 20 µM | purified TNAP, CDP-star luminescence, 1 M DEA;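 active means over 50% inhibition of tissue-nonspecific alkaline phosphatase at 20 µM in the single-dose screen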;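 further: plate controls were DMSO wells for no effect and EDTA-quenched wells as full inhibition for full effect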
* marks the source's active call; other numbers are inactive results; x = no result given.

structure,FLuc stim CS,APP 5UTR inh,bIAP inh,bIAP activator,TNAP inh no acc,L major viab,RAM inhibit,FLuc inhib CS,TNAP act hiacc,TNAP inh hi DEA
O=C(CNC(c1ccccc1)c1ccccc1)Nc1c(F)cccc1F,1,1,20,0.8,-13,10,-0.8,-4,1,-3
CC(=O)c1ccc(NC2OC(C)C(O)C(O)C2O)cc1 (stereo not given),1,-8,1,1,-9,-7,-0.8,-3,1,-2
Cc1noc(NS(=O)(=O)c2ccc(NC(=O)CSc3nc4c(cc3C#N)CCC4)cc2)c1C,1.1,-16,6,0.9,-8,-10,5.1,-6,1,-3
O=C(c1ccccc1)c1cccn1CC(=O)N1CCN(c2ccccc2)CC1,1.1,4,11,0.9,-8,0,2.6,-5,1,-5
CC(C)NC(=O)c1noc2cc([N+](=O)[O-])ccc12,1,1,4,1,-5,-7,1.3,-3,1,0
CC(C)NC(=O)c1sc2nc(-c3cccs3)cc(-c3cccs3)c2c1N,1,10,0,1,-11,3,4.2,-5,1,0
CCCCNC(=O)COC(=O)c1ccc(F)cc1Cl,1.1,-13,-17,1.2,-13,-3,1.8,-7,1.1,-10
Oc1c(Cl)cc(Cl)cc1C(C#Cc1ccccc1)N1CCOCC1 (stereo not given),1.1,-1,4,1,5,-5,3.9,-10,1,-2
CCOC(=O)CSc1nc2cc(C(=O)NCc3ccco3)ccc2c(=O)n1-c1ccc(F)cc1,1,x,18,0.8,-4,x,2.1,-5,1,-2
COc1cccc(/C=N/Nc2ncnc(N)c2[N+](=O)[O-])c1OC,0.2,-86,-12,1.1,5,-2,0.7,78*,1,2
CC(=O)Nc1ccc(-c2nnc(SCc3c(C)cc(C)cc3C)n2C)cc1,1,x,-11,1.1,-14,76*,8.5*,0,1,-3
CC(C)(C)c1cc(NC(=O)CSc2nncs2)n(-c2ccccc2)n1,1,-21,17,0.8,-14,55*,2.0,-4,1,-2
O=[N+]([O-])c1ccc(Cl)c(CN2CCSCC2)c1,1.1,-11,13,0.9,-12,24,1.1,-8,1.1,-6
CCn1c(O)c(/C=N/N=C2CCCC2)c2ccc(C3=NNC(=O)CC3)cc21,1,-20,2,1,-17,-2,0.7,-1,1,-3
COCCN(CCOC)c1ncnc2c1cnn2-c1ccc(Cl)cc1,1,-42,3,1,-5,4,0.3,-1,1,-2
Cc1cc(C)c(S(=O)(=O)NCCc2ccccc2)c(C)c1,1,-5,-11,1.1,-3,-4,0.2,-2,1,-1
Cc1nn(-c2ccccc2)c(N)c1C(O)(CC(=O)C(F)(F)F)C(F)(F)F (stereo not given),1,2,0,1,-2,-6,9.0*,-3,1,3
O=C(Nc1cccc(F)c1)c1ccc(-c2ccccc2C(F)(F)F)o1,1,-6,-24,1.2,-1,4,8.3,2,1,3
CN(C)CCN1C(=O)C(=O)/C(=C(/O)c2ccc(S(=O)(=O)N3CCOCC3)cc2)C1c1ccccc1 (stereo not given),1,x,7,0.9,-18,x,x,-4,1.1,-8
Cc1ccc2c(c1)NC(=O)c1cc([N+](=O)[O-])ccc1O2,1,16,0,1,-15,0,3.2,-3,1,0
N#Cc1cn(CCOC(=O)c2cccc(C(F)(F)F)c2)c(=O)[nH]c1=O,1,3,-8,1.1,-9,5,2.3,-2,1,-4
C=CCN(CC=C)CC(O)CN(c1cc([N+](=O)[O-])ccc1OC)S(=O)(=O)c1ccccc1 (stereo not given),1,5,-14,1.1,-11,64*,0.5,-1,1,3
Cc1ccc(Nc2nc(-c3ccc(C)cc3)c(CC(=O)O)s2)cc1,1,-10,-3,1,-8,-8,1.9,-2,1,1
Cc1cc([N+](=O)[O-])ccc1NC(=O)c1cncc(Br)c1,1.1,-14,14,0.9,-14,14,1.5,-8,1,-1
CC1(C)CNC(=O)CC(C)(C)N1O,1.1,-6,13,0.9,-8,-5,-0.3,-5,1,2
COc1ccc(Br)c(C(=O)Nc2cccc(Cl)c2Cl)c1,1.1,-8,-7,1.1,1,2,3.1,-6,1,-4
COc1ccc(S(=O)(=O)N(C)CC(=O)NCCC2=CCCCC2)cc1C,1,0,9,0.9,-9,0,1.5,-5,1,-2
O=[N+]([O-])c1ccc(/C=N/Nc2nc(N3CCCCC3)nc(N3CCCCC3)n2)o1,1,-4,13,0.9,8,100*,-2.4,-2,0.9,6
Cc1cccc(N2C(=O)CC(Sc3nc(-c4ccccc4)c4cc(Cl)ccc4n3)C2=O)c1 (stereo not given),1.1,9,8,0.9,-14,45,5.0,-6,1,-1
CC(=O)C1=C(C)Nc2ncnn2C1c1cccc(OCc2ccccc2)c1 (stereo not given),1.1,-6,11,0.9,-7,4,2.3,-6,1,-2
O=C(c1ccccc1)N1CCSc2sccc2C1=O,1,28,-6,1.1,-4,-7,0.3,-2,1,1
COc1ccc(Nc2nc(N)nc(C(F)(F)F)n2)c(OC)c1,1,3,16,0.8,-8,5,0.5,-1,1,1
O=C(O)CCCNC(=O)c1cncc(O)c1,1,x,-1,1,0,-2,1.9,-2,1.1,-7
CC(=O)c1sc(NC(=O)c2ccccc2)nc1-c1ccccc1,0.5,-101,1,1,-3,1,4.7,46,1,-1
COCCN(C(=O)CSc1nc2ccccc2c(=O)n1C(C)COC)c1c(N)n(Cc2ccccc2)c(=O)[nH]c1=O (stereo not given),1,12,-16,1.2,-12,-4,3.4,-2,1,-2
COc1cc(C(=O)NCc2nnc(SCC(=O)N3CCCCC3)o2)cc(OC)c1OC,1.1,-22,2,1,-11,-3,0.1,-6,1,-3
COc1ccc(CCN(C)CCC(=O)Nc2ccc(C)cc2)cc1OC,1.1,3,-1,1,1,2,0.4,-5,1,-1
O=c1[nH]c(-c2ccc(Cl)cc2)nc2c1cnn2-c1ccccc1,1,2,12,0.9,-24,-3,1.1,-4,1.1,-7
Cc1ccc(C)c(NC(=O)CSc2nnc(-c3ccccc3)o2)c1,1.1,-6,4,1,-20,-8,1.8,-7,1,-2
CC(=O)c1cccc(N2C(=O)C3C4CCC(C4=C(C)C)C3C2=O)c1 (stereo not given),1,4,30,0.7,-7,-1,1.2,0,1,-4

Structures above with a furan ring, fused or not (three):
structure,FLuc stim CS,APP 5UTR inh,bIAP inh,bIAP activator,TNAP inh no acc,L major viab,RAM inhibit,FLuc inhib CS,TNAP act hiacc,TNAP inh hi DEA
CCOC(=O)CSc1nc2cc(C(=O)NCc3ccco3)ccc2c(=O)n1-c1ccc(F)cc1,1,x,18,0.8,-4,x,2.1,-5,1,-2
O=C(Nc1cccc(F)c1)c1ccc(-c2ccccc2C(F)(F)F)o1,1,-6,-24,1.2,-1,4,8.3,2,1,3
O=[N+]([O-])c1ccc(/C=N/Nc2nc(N3CCCCC3)nc(N3CCCCC3)n2)o1,1,-4,13,0.9,8,100*,-2.4,-2,0.9,6

New compounds follow:
structure,FLuc stim CS,APP 5UTR inh,bIAP inh,bIAP activator,TNAP inh no acc,L major viab,RAM inhibit,FLuc inhib CS,TNAP act hiacc,TNAP inh hi DEA
CC(=O)Nc1ccc(NC(=O)COC(=O)C2(c3ccc(Cl)cc3)CCCC2)cc1,1.1,-5,-1,1,-10,74*,3.4,-6,1,1
Cc1ccccc1OCCC(=O)NCCc1ccc(S(N)(=O)=O)cc1,1.1,6,9,0.9,-8,35,0.4,-8,1,-2
CC1OC2C(OC1C)N(S(C)(=O)=O)CCN2S(C)(=O)=O (stereo not given),1,4,-5,1.1,-14,-6,-0.7,-4,1.1,-6
CC(C)Oc1ccc(C(=O)NCc2ccco2)cc1,0.8,-1,14,0.9,-13,5,-0.1,21,1,-3
O=C(NC1CCCC1)C(=O)N(c1ccccc1F)C(C(=O)NCC1CCCO1)c1cccs1 (stereo not given),1.1,14,-6,1.1,-7,-4,-0.5,-6,1.1,-11
COc1ccc(NC(=S)NN(C)C(=S)Nc2ccc(OC)cc2)cc1,1.1,93*,-17,1.2,-168,-2,2.9,-5,1,-4
Cc1ccc(CCNC(=O)C2CCC(=O)N2Cc2cccnc2)cc1 (stereo not given),1,-14,-6,1.1,-2,-3,1.8,-4,1.1,-10
O=C(CCNC(=O)c1ccc(Cl)cc1)Nc1ccc(Cl)cc1F,1.1,x,33,0.7,-3,2,2.8,-9,1,0
O=C(c1ccccc1F)N1C(=O)c2cccc3cccc1c23,1,-10,-13,1.1,-2,-7,2.5,3,1,0
CN(C)CCCN1C(=O)C(=O)/C(=C(/O)c2ccncc2)C1c1cccnc1 (stereo not given),1,-1,8,0.9,-16,-5,3.7,-1,1.1,-6
CCCCOc1cccc(NC(=O)CSc2nccn2C)c1,1,13,16,0.8,-12,-3,1.1,-2,1,-5
CCC(=O)N=c1n(C)c2ccccc2n1CCOc1ccccc1,1.1,-12,-69,1.7,-6,-6,0.4,-8,1.1,-8
O=[N+]([O-])c1c(NCCO)cc(N2CCCCC2)c2nonc12,1.1,-11,16,0.8,6,9,0.6,-5,0.9,7
CC(=O)N/C(=C\c1ccccc1)C(=O)NCC(=O)O,1,3,8,0.9,2,-4,0.1,-4,1,2
CCOC(=O)N1CCN(C(=O)COc2cc(C)c(Cl)c(C)c2)CC1,1,11,0,1,-4,-5,-0.5,-1,1,-2
